# RAM network inh: inhibitors of the yeast RAM network; S. cerevisiae dse1pr::URA3 reporter, 5-FOA growth OD615, 2 d; analog-sensitive cbk1-as2 kinase mutant strain; inhibition, % at 50 µM; 190,000 tested, 1.8% active;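 active = inhibition above a set limit, 3 SD over mean compound inhibition, cut at about 8.4% in these data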;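 note: 0% = DMSO-only wells with no growth and 100% = 10 µM 1-NA-PP1 full growth; inhibition rescues growth on 5-FOA so higher OD means more RAM inhibition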
# PMI act: activators of human phosphomannose isomerase; P34949; purified human PMI, coupled resazurin fluorescence, 20 min; active compounds read high; 1 = vehicle control, 0 substrate-free wells; activation factor at 20 µM; 190,000 tested, 0.005% active; AID 1214;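 active = activation factor of 2 or more at 20 µM, relative to plate controls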
# HMGR II inh: blocks class II HMG-CoA reductase of Enterococcus faecalis | 190,000 tested, 0.41% active | inhibition, % at 10 µM | purified E. faecalis HMGR, NADPH absorbance 340 nm kinetic;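 active = inhibition above a set limit, the median over all tested compounds plus 3 SD, cut at about 9.5% in these data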;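 note: enzyme runs in reverse so mevalonate oxidation gives rising NADPH absorbance; 0% = complete reaction with DMSO and 100% = background rate lacking mevalonate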
# TNAP inh hiacc: inhibitors of human TNAP at high phosphate acceptor concentration. 200,000 tested, 0.03% active. inhibition, % at 20 µM. purified TNAP, CDP-star luminescence, 1 M DEA. AID 1135;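 active = over 50% inhibition of tissue-nonspecific alkaline phosphatase at 20 µM in the single-dose screen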;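 note: plate controls were DMSO wells for no effect and EDTA-quenched wells as full inhibition for full effect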
# Target sequence (P05186 whole entry, looked up): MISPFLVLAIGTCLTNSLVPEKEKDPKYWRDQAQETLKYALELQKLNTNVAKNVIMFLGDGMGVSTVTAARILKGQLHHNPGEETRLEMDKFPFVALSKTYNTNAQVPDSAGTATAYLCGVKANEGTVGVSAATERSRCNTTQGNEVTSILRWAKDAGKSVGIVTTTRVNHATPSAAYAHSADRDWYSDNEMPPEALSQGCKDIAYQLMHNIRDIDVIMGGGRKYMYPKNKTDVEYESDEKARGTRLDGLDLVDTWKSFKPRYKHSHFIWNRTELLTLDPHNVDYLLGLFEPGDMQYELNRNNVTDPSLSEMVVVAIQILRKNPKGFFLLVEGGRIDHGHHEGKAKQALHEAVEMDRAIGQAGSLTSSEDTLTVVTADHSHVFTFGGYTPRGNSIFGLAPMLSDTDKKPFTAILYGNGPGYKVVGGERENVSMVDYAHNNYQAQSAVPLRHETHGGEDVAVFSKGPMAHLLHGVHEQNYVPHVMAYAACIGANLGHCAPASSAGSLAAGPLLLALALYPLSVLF
# Hsp70 activator: switches on Hsp70 transcription; 200,000 tested, 0.04% active; activation, % at 10 µM; AID 1203; HeLa Hsp70 promoter luciferase reporter, luminescence; scaled: vehicle 0, proteasome-inhibitor control 100%;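 active = activation above the mean across all tested compounds plus 3 SD, cutoff set per campaign, cut at about 5.5% in these data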;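 note: 100% = MG132 at 30 µM as the positive control and 0% = DMSO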
# S1P3 antag: S1P3 (human) receptor antagonism | Q99500 | CHO S1P3 NFAT-BLA reporter, FRET fluorescence, antagonist mode | inhibition, % at 4.98 µM | 170,000 tested, 0.27% active | AID 485;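 active = inhibition above the plate cutoff, the mean inhibition of test wells on that plate plus 3 SD, cut at about 28% in these data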;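 note: cells challenged with S1P at its EC80 of 0.8 µM; blue over green emission ratio from cleaved BLA substrate after 4 h stimulation; 0% = S1P-stimulated wells and 100% = unstimulated DMSO-only wells; some compounds past the cut are filed as inactive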
# Target sequence (Q99500 whole entry, looked up): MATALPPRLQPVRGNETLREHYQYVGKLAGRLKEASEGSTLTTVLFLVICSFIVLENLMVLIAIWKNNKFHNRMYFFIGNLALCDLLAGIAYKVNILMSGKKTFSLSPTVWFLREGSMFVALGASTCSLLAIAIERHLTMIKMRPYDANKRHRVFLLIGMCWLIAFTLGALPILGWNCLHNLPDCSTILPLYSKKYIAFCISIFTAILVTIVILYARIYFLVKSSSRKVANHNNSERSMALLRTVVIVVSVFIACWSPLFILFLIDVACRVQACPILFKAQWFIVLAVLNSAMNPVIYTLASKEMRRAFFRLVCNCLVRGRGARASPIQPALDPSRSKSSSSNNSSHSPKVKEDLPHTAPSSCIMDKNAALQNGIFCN
# PMI act hi M6P: PMI (human) activation, high substrate; activation factor at 20 µM; 190,000 tested, 0.34% active; P34949; coupled PMI enzyme assay, resazurin fluorescence, 20 min; active compounds read high; 1 = untreated enzyme, 0 = substrate-free blank; AID 1216;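 active = activation factor of 2 or more at 20 µM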
#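 Material: human phosphomannose isomerase with PGI, G6PDH, diaphorase coupling enzymes / Reagent: Man-6-P substrate 1.0 mM / Dosing: single compound dose of 20 µM, 1% DMSO final / Incubation: enzyme reaction with compound 20 min at room temperature / Signal: resorufin fluorescence (Ex 544/Em 590 nm) from resazurin via diaphorase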
# TNAP inh noacc: blocks human TNAP activity with no phosphate acceptor present. purified TNAP, CDP-star luminescence, 30 min. 200,000 tested, 0.26% active. inhibition, % at 20 µM. P05186;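 active = tissue-nonspecific alkaline phosphatase inhibition above about 50% at 20 µM in the single-dose screen, limit read from the data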;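 note: 0% = DMSO negative control and 100% = EDTA positive control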
# L major viab: inhibitors of Leishmania major promastigote growth; inhibition, % at 10 µM; Leishmania major promastigotes, resazurin fluorescence viability; 200,000 tested, 9% active; in the data active = inhibition above about 50%;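 note: promastigotes grown with compound for 44 hours at 28 °C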
# DTT redox prof: compounds producing H2O2 with reducing agent – biochemical, NIH compound library profiling, artefact control for MLSCN library redox annotation, primary screen; DTT-dependent redox cycling H2O2, phenol red/HRP absorbance; 100% = 100 µM peroxide control, 0% = buffer; activation, % at 10 µM; 200,000 tested, 0.03% active; AID 878;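 active = activation of at least 50% relative to the plate's high and low controls in the primary single-dose screen; inactive = activation below 50%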;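 note: compound incubated with DTT at 0.8 mM final as the reducing agent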
# Active calls of the source: *; . = no result given.
Compound	RAM network inh	PMI act	HMGR II inh	TNAP inh hiacc	Hsp70 activator	S1P3 antag	PMI act hi M6P	TNAP inh noacc	L major viab	DTT redox prof
CC1CCc2c(C(=O)NCc3cccnc3)csc2C1 (stereo unspecified)	0.5	0.8	-1	0	-0.3	1	0.9	4	-4	-0.1
Cc1onc(-c2ccccc2Cl)c1C(=O)NCc1ccccc1	2.4	1	-3	2	-0.2	.	1	-6	8	0.0
Cc1ccc(S(=O)(=O)N(C)CC(=O)O/N=C(\N)c2ccc([N+](=O)[O-])cc2)cc1	4.1	0.9	3	-4	0.0	.	0.9	-15	3	2.7
Cc1cc(NS(=O)(=O)c2ccc(NC(=O)CCCOc3ccc(Cl)cc3)cc2)no1	6.2	1.1	-1	1	0.0	-15	1	-6	-7	-0.3
CC(C)NC(=O)CCCn1c(=S)[nH]c2cc3c(cc2c1=O)OCO3	0.7	1.1	3	-5	0.1	.	1	-12	-3	-1.5
CC1CC2=C(NC(=S)NC2c2ccccc2F)/C(=C/c2ccccc2F)C1 (stereo unspecified)	1.6	1.4	-1	3	-0.3	-1	1.6	10	24	-0.8
Cc1ccc(NC(=O)CN(c2ccccc2)S(=O)(=O)N(C)C)cc1	1.4	1.1	-2	-3	-0.5	5	1.1	-6	-5	0.0
C[C@H](N)c1nnc(SCC(=O)N(C)C)o1	1.6	0.9	2	-1	-0.2	.	1	-12	11	-5.5
CCOC(=O)N1CCN(c2cc(NCCC(=O)O)c3c4c(onc24)-c2ccccc2C3=O)CC1	9.4*	0.8	0	19	0.1	-8	1	22	3	141*
Cc1ccccc1-c1ccc(Nc2ccc(N3CCOCC3)cc2)nn1	1.7	0.8	-6	-3	0.0	.	0.5	-8	10	0.0
O=C(CCSCCC(=O)NCc1ccco1)NCc1ccco1	-0.5	1.2	1	-4	0.2	-8	1.6	-2	-5	-0.6
CCCCC(CC)C(=O)NCCCN1CCN(CCCNC(=O)C(CC)CCCC)CC1 (stereo unspecified)	-0.6	0.9	2	-2	-0.4	-10	0.9	-17	-2	-0.7
CCOc1ccc(-n2cc(C(=O)Nc3cccc(OC)c3)c3cc(OC)c(OC)cc3c2=O)cc1	4.4	0.9	0	-6	-0.3	.	1	-25	66*	0.5
Cc1c(C(=O)NC(C)c2ccccc2)c(-c2ccccc2)nn1-c1ccccc1 (stereo unspecified)	2.1	1	-7	-3	-0.3	.	1	-3	24	-5.8
CCOc1cc(C2C(C(=O)OCC(C)C)=C(C)N=C3SCCC(=O)N32)ccc1OC(C)=O (stereo unspecified)	0.7	0.9	-5	-3	-0.2	-44	0.9	-5	0	-0.5

Compound	RAM network inh	PMI act	HMGR II inh	TNAP inh hiacc	Hsp70 activator	S1P3 antag	PMI act hi M6P	TNAP inh noacc	L major viab	DTT redox prof
CCN(CC(=O)Nc1ccc2c(c1)OCCO2)c1nc(-c2cccnc2)nc2ccccc12	1.9	1	0	3	0.1	2	1	-5	53*	1.9
CCCCCCCC1(C)NC(=O)N(CC(=O)Nc2cc(C)on2)C1=O (stereo unspecified)	1.2	1.1	0	-4	-0.3	3	1.1	2	20	-0.4
CCOC(=O)c1sc2nccc(OC)c2c1N=CN(C)C	1.6	1	1	-4	-0.3	9	1	-8	1	-0.3
O=C1CCN(S(=O)(=O)c2cccs2)c2ccc(C(F)(F)F)cc2N1	1.7	1.1	-1	-2	-0.3	12	1	-7	-2	-1.7
O=S(=O)(/C=C/c1ccccc1)Nc1ccc(N2CCOCC2)cc1	0.7	0.9	-2	-5	-0.2	-12	1	-16	1	-0.1
COCCN(C(=S)Nc1ccccc1C)C(C)c1cccs1 (stereo unspecified)	0.6	0.9	-2	-6	-0.4	1	0.9	-6	11	0.1
O=C(OC1CCOC1=O)c1cncc(Br)c1 (stereo unspecified)	1.9	1.1	0	-4	0.0	-4	1	-13	-4	0.5
Cc1ccc(S(=O)(=O)N2CCCCC2)cc1NC(=O)COC(=O)Cc1c(F)cccc1Cl	0.9	0.9	-8	-6	-0.2	-6	1	-16	12	-0.1
CC1(C)CC(=O)C2=C(C1)OC1=C(C(=O)CC(C)(C)C1)C2c1ccc(O)c([N+](=O)[O-])c1	4.5	1	3	10	-0.1	-4	1	2	4	-0.2
C/C(=N\NC(=O)Cn1ccc(C(F)(F)F)n1)c1ccc2c(c1)OCO2	1.3	0.8	0	-3	-0.2	7	0.8	-8	13	0.1
C[N+]1(CCCOC(=O)C2(c3ccccc3)CCCC2)CCOCC1	1.6	0.8	1	-6	-0.3	0	0.9	-12	-5	-0.4
CCN1CCN(C(=S)NCC2CCCO2)CC1 (stereo unspecified)	0.6	1	-5	-3	-0.1	-12	1	0	-8	-0.4
O=C(CCCn1c(=O)c2sccc2n(Cc2ccc(F)cc2)c1=O)NCc1ccco1	7.7	0.9	3	-1	0.1	16	0.9	-6	-3	2.1
O=C(NCc1ccccc1)C1CCCN(S(=O)(=O)c2cccs2)C1 (stereo unspecified)	3.8	1	-2	-1	0.1	.	1	-6	0	0.5
COc1cc(C2N=C(c3ccccc3)NO2)cc(Br)c1O (stereo unspecified)	1.8	0.9	-1	0	-0.1	.	1	-13	-11	0.0

# An excerpt of these results, field by field:
C[N+]1(CCCOC(=O)C2(c3ccccc3)CCCC2)CCOCC1
  RAM network inh = 1.6
  PMI act = 0.8
  HMGR II inh = 1
  TNAP inh hiacc = -6
  Hsp70 activator = -0.3
  S1P3 antag = 0
  PMI act hi M6P = 0.9
  TNAP inh noacc = -12
  L major viab = -5
  DTT redox prof = -0.4

CC(C)NC(=O)CCCn1c(=S)[nH]c2cc3c(cc2c1=O)OCO3
  RAM network inh = 0.7
  PMI act = 1.1
  HMGR II inh = 3
  TNAP inh hiacc = -5
  Hsp70 activator = 0.1
  S1P3 antag = .
  PMI act hi M6P = 1
  TNAP inh noacc = -12
  L major viab = -3
  DTT redox prof = -1.5

Cc1ccccc1-c1ccc(Nc2ccc(N3CCOCC3)cc2)nn1
  RAM network inh = 1.7
  PMI act = 0.8
  HMGR II inh = -6
  TNAP inh hiacc = -3
  Hsp70 activator = 0.0
  S1P3 antag = .
  PMI act hi M6P = 0.5
  TNAP inh noacc = -8
  L major viab = 10
  DTT redox prof = 0.0

Cc1ccc(NC(=O)CN(c2ccccc2)S(=O)(=O)N(C)C)cc1
  RAM network inh = 1.4
  PMI act = 1.1
  HMGR II inh = -2
  TNAP inh hiacc = -3
  Hsp70 activator = -0.5
  S1P3 antag = 5
  PMI act hi M6P = 1.1
  TNAP inh noacc = -6
  L major viab = -5
  DTT redox prof = 0.0

# Continued.
Compound	RAM network inh	PMI act	HMGR II inh	TNAP inh hiacc	Hsp70 activator	S1P3 antag	PMI act hi M6P	TNAP inh noacc	L major viab	DTT redox prof
Cc1ccc(NC(=O)CSc2nnc(C)c(=O)[nH]2)cc1C	2.1	1.1	-1	4	-0.5	-10	1	-4	-5	-0.6
S=C(NCCc1ccccc1)NC1CC1	1.5	1	3	-5	-0.3	-9	1	-4	-10	0.0
CCN(c1nc(C)cc(OC)n1)S(=O)(=O)c1ccccc1	-0.2	0.8	-6	0	0.1	.	0.8	-2	-5	0.5
CCCCCn1nc(C(=O)OCC(=O)c2c(N)n(C)c(=O)n(C)c2=O)c2ccccc2c1=O	3.9	0.9	-4	-1	-0.2	-5	0.9	-7	37	-0.3
Cc1ccc(C(=O)Nc2cnc3ccccn3c2=O)cc1	2.3	0.8	-7	-7	0.5	.	0.9	-10	-2	0.3
CC(C)C1NC(=S)N(Cc2ccccc2)C1=O (stereo unspecified)	0.1	1	5	-3	-0.1	.	0.9	0	-4	-4.7
CCn1cc(Cl)c(C(=O)NNC(=O)CCn2nc(C)c([N+](=O)[O-])c2C)n1	-0.8	0.9	-11	1	-0.4	-17	1	-102	-2	0.6
COc1ccc(NC(=S)N(CCN(C)C)Cc2cccs2)cc1	1.5	1	-3	-2	0.0	-23	1	-12	7	0.1
CN(Cc1ccon1)C(=O)CC1C(=O)NCCN1CC1CCCCC1 (stereo unspecified)	0.5	0.9	-5	-6	0.1	-16	0.8	-11	-3	-0.9
CC1=NN(Cc2ccccc2)C(=O)/C1=C\c1ccc(N(C)C)cc1	3.8	0.8	-1	6	-0.2	.	0.8	35	-1	-0.4
O=C(CSC1=NCCS1)Nc1ccc(S(=O)(=O)NC2CCCCC2)cc1	1.5	0.9	-6	-3	-0.1	.	1	8	19	0.1
Cc1nnc(SCC(=O)N2CCc3ccccc3C2)s1	2.7	1	-8	2	0.1	.	1	-7	-2	0.3
O=C(Nc1ccc(Cl)c(Cl)c1)c1ccncc1	0.1	0.9	-7	-4	0.3	.	1	-7	4	0.0
COc1ccc(C(C(=O)NC2CCCC2)N(CCN(C)C)C(=O)c2snc(C(N)=O)c2N)cc1 (stereo unspecified)	0.9	1	0	-10	0.4	-34	0.9	-12	-6	2.2
CNC(=O)CSc1n[nH]c(-c2cc(Cl)ccc2OC)n1	-1.0	1.1	-9	-5	-0.2	2	1.1	16	4	-1.4

Compound	RAM network inh	PMI act	HMGR II inh	TNAP inh hiacc	Hsp70 activator	S1P3 antag	PMI act hi M6P	TNAP inh noacc	L major viab	DTT redox prof
CCC(C)c1ccc(NC(=S)NC(C)C2CCCO2)cc1 (stereo unspecified)	0.1	1	-4	-6	-0.1	-10	0.8	-11	4	0.0
COc1ccc(-c2csc(NC(=O)CCCc3cccs3)n2)cc1	2.8	1	2	-4	-0.5	0	1.1	-4	10	0.6
O=C(CCC(=O)N(CC(=O)NC1CCCC1)C1CCCCC1)Nc1ccccn1	0.0	.	-1	-1	-0.5	-9	.	-4	-4	-0.3
CC(C)(C)c1nn2cnnc2n(/N=C/c2ccccc2)c1=O	0.8	1	-4	-5	-0.2	-12	1	-23	-4	-0.2
CN(C)c1oc(COc2ccccc2F)nc1C#N	-0.3	1	3	-5	-0.1	3	1	-4	-6	0.7
CCOc1ccc(N(CC(=O)N2CCN(c3ccccc3)CC2)S(=O)(=O)c2c(C)noc2C)cc1	2.4	1	1	-6	-0.6	-11	1	-13	7	-1.1
O=C1c2cccnc2C(Nc2ccc(Br)cc2)N1Cc1cccs1 (stereo unspecified)	1.1	1.1	0	0	-0.3	-18	1.1	7	30	-0.8
O=C(Nc1cc(S(=O)(=O)N2CCCC2)ccc1OCC(F)(F)F)c1ccc(F)cc1	4.7	1.2	-1	-6	-0.5	14	1.2	-2	-6	-0.5
COc1ccc(N(CC(=O)O)S(=O)(=O)c2ccccc2[N+](=O)[O-])c(OC)c1	1.8	1	-11	-5	-0.1	-20	1	-6	8	-0.5
CCC(C(=O)NC(C)(C)C)N(C(=O)c1ccc(Cl)nc1)C1CCCC1 (stereo unspecified)	0.4	1	-4	-6	-0.2	-5	1.1	-14	-4	-0.8
C/C(N)=C(/C#N)C(=O)CSc1nc2ccccc2c(=O)n1-c1ccc(C)cc1	2.0	0.7	-1	-2	-0.5	-7	0.9	-9	2	-0.1

# Bioassay records (PubChem BioAssay)

# The order is random; overall some 12% were active at least once.
